High-throughput results from PubChem.
JMJD2A Tudor inh – JMJD2A Tudor domain (human) inhibition. O75164. AlphaScreen JMJD2A-Tudor / H3K4me3 peptide binding. Potency, µM (titrated, usually from 114 µM), for inactives: top-dose activity change, negative = inhibition, actives largely listed as inhibitors. 390,000 tested, 4.4% active. AID 504339; also: potency is read from the fitted curve at half-maximal effect; % is scaled to controls: 0 for no effect and ±100 for the full control effect; nearly all actives have a fitted effect of over 50% in size
PI4K2A block – inhibitors of human PI4K2A | Q9BTU6 | purified PI4K2A, ADP-Glo luminescence, 1 h; stronger effect = lower value | activity change, negative = inhibition, % at 76.9 µM | 420,000 tested, 0.13% active | AID 1346378; in the data active = activity change below about -50%; inconclusive = mostly about -30% to -49%;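 also: -100% = wells without enzyme as full effect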
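ADP-Glo luminescence measured ADP generated by PI4K2A enzyme (4 ug/mL before mixing) with 1.2 mM PI substrate (pre-mix) and 300 microM ATP (pre-mix). Tris pH7.5 buffer with MgCl2, Triton X-100; 1 h reaction at ambient temperature.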
HP1b chromo inh – inhibitors of HP1-beta chromodomain binding to methylated histone tails. P83916. AlphaScreen HP1-beta / biotin-H3K9me3 peptide binding. Potency, µM (titrated, usually from 114 µM), for inactives: at the highest dose activity change, negative = inhibition, usual class: inhibitors. 390,000 tested, 0.56% active. AID 540317; also: potency is read from the fitted curve at half-maximal effect; nearly all actives have a fitted effect of over 70% in size; inactives centre near 23
Target sequence (P83916 whole entry, looked up): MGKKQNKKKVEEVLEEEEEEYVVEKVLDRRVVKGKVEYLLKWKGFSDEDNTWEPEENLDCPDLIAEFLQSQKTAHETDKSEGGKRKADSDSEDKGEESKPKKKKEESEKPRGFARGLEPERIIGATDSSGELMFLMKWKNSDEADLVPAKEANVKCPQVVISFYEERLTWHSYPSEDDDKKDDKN
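HP1-beta protein (50 nM final) preincubated 30 min at room temperature with biotinylated H3(1-18)K9me3 peptide (50 nM) in PBS pH 7.4, 0.01% Tween-20, then compound added for 30 min. AlphaScreen streptavidin donor/nickel chelate acceptor beads (10 ug/mL final), 30 min dark, luminescence read.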
G9a block – inhibitors of human histone lysine methyltransferase G9a; Q96KQ7; G9a H3K9 monomethylation, AlphaScreen, 2 h; Potency, µM (series often up to 102 µM), for the others: top-dose activity, negative = inhibition, most hits filed as inhibitors; 350,000 tested, 8.8% active; AID 504332; also: potency is read from the fitted curve at half-maximal effect; % is scaled to controls: 0 for no effect and ±100 for the full control effect; nearly all actives have a fitted effect of over 75% in size
Target sequence (Q96KQ7 913-1193 limits assumed): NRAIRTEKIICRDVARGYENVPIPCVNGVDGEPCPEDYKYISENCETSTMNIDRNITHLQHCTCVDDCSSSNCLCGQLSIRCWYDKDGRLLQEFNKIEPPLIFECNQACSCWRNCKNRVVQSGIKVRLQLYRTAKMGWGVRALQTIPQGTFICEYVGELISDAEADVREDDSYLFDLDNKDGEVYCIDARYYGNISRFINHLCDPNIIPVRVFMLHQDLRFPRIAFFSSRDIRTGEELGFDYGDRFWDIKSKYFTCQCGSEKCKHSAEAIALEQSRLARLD
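Signal arises when biotinylated H3K9 peptide, once monomethylated, bridges streptavidin donor and antibody-captured acceptor beads. Enzyme at 20 nM was preincubated 15 min with test compounds; peptide 500 nM and SAM 20 uM then reacted for 2 h.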
Tb PGK inh – T. brucei PGK inhibition; PGK/GAPDH coupled, Kinase-Glo luminescence, 60 min; Potency, µM (doses to about 57.5 µM), inactives show at the highest dose activity change, negative = inhibition, actives largely listed as inhibitors; 380,000 tested, 0.043% active; AID 602233; also: potency is read from the fitted curve at half-maximal effect; % is scaled to controls: 0 for no effect and ±100 for the full control effect; nearly all actives have a fitted effect of over 60% in size
Target sequence (P07378 whole entry, looked up): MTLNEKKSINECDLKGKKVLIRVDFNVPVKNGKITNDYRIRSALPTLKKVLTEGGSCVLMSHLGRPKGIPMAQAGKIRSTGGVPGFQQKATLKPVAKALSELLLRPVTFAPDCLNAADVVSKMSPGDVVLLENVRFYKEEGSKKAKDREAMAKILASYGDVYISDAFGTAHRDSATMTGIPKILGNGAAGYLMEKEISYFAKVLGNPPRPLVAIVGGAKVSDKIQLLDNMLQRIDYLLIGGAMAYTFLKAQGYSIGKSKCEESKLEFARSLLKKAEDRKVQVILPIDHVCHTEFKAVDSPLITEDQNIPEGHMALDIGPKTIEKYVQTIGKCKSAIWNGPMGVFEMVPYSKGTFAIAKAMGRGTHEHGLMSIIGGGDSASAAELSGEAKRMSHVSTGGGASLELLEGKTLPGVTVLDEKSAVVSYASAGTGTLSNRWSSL
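Luminescent ATP detection (Kinase-Glo Plus) follows a 60-minute room-temperature incubation, with wells lacking PGK as controls. Buffer: 100 mM TEA (pH 7.6), 5 mM MgCl2, 0.01% Tween-20. Coupling enzyme GAPDH (100 nM final) supplies unstable 1,3-BPG in-well.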
GLS inh – glutaminase GLS (human) inhibition; GLS enzymatic activity, qHTS titration; Potency, µM (titrated, usually from 45.5 µM), inactives show top-dose activity change, negative = inhibition, most hits filed as inhibitors; 410,000 tested, 0.21% active; AID 624170; also: potency is read from the fitted curve at half-maximal effect; % is scaled to controls: 0 for no effect and ±100 for the full control effect
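Two-point fluorescence kinetic (t0, 30 min RT) for hKGA; glutamate detected via glutamate oxidase–HRP–Amplex Red. Substrate: 1 mM L-glutamine solution; buffer 45 mM KH2PO4, pH 8.2.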
Pin1 inhibitor – blocks the human prolyl isomerase Pin1 | Pin1 FP peptide displacement, HiFluor488, 10 min | Potency, µM (doses to about 115 µM), inactives show top-dose activity, negative = inhibition, usual class: inhibitors | 390,000 tested, 0.009% active | AID 504891; active = well fitted inhibition curve with a large enough effect in the polarisation, with a control signal flat, not every such curve was filed as active; inconclusive = small, poorly fitted or top-dose-only effect, or effect the other way, or a change in a side signal; inactive = no such curve, though single readings can be large or run the other way; the % refers to the polarisation; also: potency is read from the fitted curve at half-maximal effect; % is scaled to controls: 0 for no effect and ±100 for the full control effect
POLH inh – blocks human DNA polymerase eta activity | Potency, µM (titrated, usually from 114 µM), without a hit: top-dose activity change, negative = inhibition, actives largely listed as inhibitors | 390,000 tested, 1.2% active | Q9Y253 | recombinant Pol eta, fluorescent DNA replication assay; also: potency is read from the fitted curve at half-maximal effect; % is scaled to controls: 0 for no effect and ±100 for the full control effect
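Pol eta at 10 nM preincubated with compounds 15 min at room temperature; reaction started with fluorescent substrate (50 nM final) and read kinetically at 0 and 10 min.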
BAZ2B block – BAZ2B (human) inhibition. Q9UIF8. AlphaScreen BAZ2B-H3K14Ac peptide displacement. Potency, µM (highest dose often 114 µM), for the others: at the highest dose activity change, negative = inhibition, most hits filed as inhibitors. 360,000 tested, 4.4% active; also: potency is read from the fitted curve at half-maximal effect; % is scaled to controls: 0 for no effect and ±100 for the full control effect; nearly all actives have a fitted effect of over 60% in size
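Multi-concentration screen (max 110 uM) measuring displacement of acetylated histone H3 peptide from BAZ2B by AlphaScreen, using 50 nM protein, 50 nM peptide and 10 ug/mL streptavidin donor plus Ni-chelate acceptor beads.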
* hit, by the source's call; i = inactive; ? = inconclusive; nt = not tested or not shown; [ ] = remark or other dose. Unless noted, calls follow the shape of the dose curve; as a rule, active = well fitted curve in the direction sought with a large enough effect; inconclusive = small, poorly fitted or top-dose-only effect, or another doubt; inactive = no such curve, though single readings can be large; an effect the other way counts as inactive or inconclusive. These rows are one share of the data; count on the stated rates, not on these rows.

Screens by letter – A = JMJD2A Tudor inh; B = PI4K2A block; C = HP1b chromo inh; D = G9a block; E = Tb PGK inh; F = GLS inh; G = Pin1 inhibitor; H = POLH inh; I = BAZ2B block
> CCOc1ncccc1C(=O)NCCN1C(=O)S/C(=C/c2cccs2)C1=O
  A = -19% | B = 2 | C = 10% | D = -1%[59 µM] | E = -5% | F = 2% | G = 6% | H = -3% | I = -9%

> CSc1nc(-c2ccccc2)nc(N2CCOCC2)c1C(C)=O
  A = -7% | B = 0 | C = 21% | D = ? | E = 3% | F = -1% | G = 0% | H = -29% | I = -19%

> COC(=O)c1cn(C(=O)c2cccs2)c2ccccc12
  A = 90%[activator] | B = 2 | C = 221%[activator] | D = 53%[activator][59 µM] | E = i | F = 1% | G = 1% | H = -14% | I = 93%[activator]

> CCn1ncc(NC(=S)NCCc2ccc(OC)c(OC)c2)c1C(N)=O
  A = 2% | B = -3 | C = 32% | D = ? | E = -3% | F = 20% | G = 1% | H = -7% | I = -22%

> Cc1ccc2cc(C)c3nnc(SCC(=O)N4CCN(C(=O)c5ccco5)CC4)n3c2c1
  A = -21% | B = -2 | C = 5% | D = 50µM* | E = 2% | F = 0% | G = ? | H = 4% | I = -2%

> CCc1ccc(NC(=O)Cn2cccc2)cc1
  A = -18% | B = 3 | C = 24% | D = ? | E = -6% | F = 0% | G = 3% | H = -30% | I = -14%

> Nc1c(N2CCN(c3ccccc3)CC2)c2ccccc2oc1=O
  A = ? | B = 1 | C = 17% | D = ? | E = -10% | F = 20% | G = 0% | H = -8% | I = nt

> COc1ccc2c(c1)C(=O)CC(c1ccccc1)O2 (stereo not given)
  A = 60%[activator] | B = 0 | C = 32%[57 µM] | D = nt | E = -7% | F = -2% | G = -6% | H = -12% | I = nt

> O=C(N/N=C/c1cc(Br)c(O)c(Br)c1)c1cccc(C(F)(F)F)c1
  A = -1% | B = -2 | C = 41% | D = 20%[59 µM] | E = -9% | F = 9% | G = -8% | H = -14% | I = -6%

> Cc1csc(=O)n1CC(=O)OCC(=O)c1ccc(Br)cc1
  A = -9% | B = 3 | C = 17% | D = ? | E = -1% | F = -13% | G = 2% | H = -8% | I = -2%

> COc1cc(C(=O)N/C(=C/c2ccc(F)cc2)C(=O)NC(C(=O)O)c2ccccc2)cc(OC)c1OC (stereo not given)
  A = 0% | B = 4 | C = 57%[activator] | D = ? | E = nt | F = -5% | G = -3% | H = -12% | I = -17%

> COc1ccc(C(=O)n2nc(-c3ccc(C)cc3)nc2N)cc1OC
  A = -8% | B = -5 | C = 19% | D = 16% | E = i | F = 5% | G = -1% | H = 5% | I = ?

> CC(=O)Nc1ccc(S(=O)(=O)Nc2nc(C)nc3sc(C)c(C)c23)cc1
  A = 0% | B = 5 | C = 37% | D = nt | E = -4% | F = -1% | G = -2% | H = -10% | I = nt

> CCN(CC)C(=O)c1cc2c(=O)c3cc(F)ccc3oc2nc1C
  A = -20% | B = 2 | C = 3% | D = 11%[59 µM] | E = -8% | F = 6% | G = -3% | H = -19% | I = -9%

> C=CCn1c(SCC(=O)Nc2ccc(N3CCOCC3)cc2)nnc1-c1ccncc1
  A = -12% | B = 2 | C = -5% | D = 5% | E = -5% | F = 8% | G = 1% | H = -16% | I = -26%

> Cc1ccccc1-c1nc(CS(=O)(=O)CC(=O)N2CCc3ccccc32)c(C)o1
  A = -8% | B = -2 | C = 25% | D = -3%[59 µM] | E = 0% | F = 1% | G = 10% | H = -20% | I = -3%

> Cc1ccc(C2/C(=C(\O)c3ccc4c(c3)OCCO4)C(=O)C(=O)N2Cc2cccnc2)cc1 (stereo not given)
  A = -30% | B = -4 | C = 28% | D = 56µM* | E = -9% | F = 6% | G = 1% | H = -5% | I = -20%[57.1 µM]

> O=S(=O)(/N=C(/Nc1ccccc1F)c1ccccc1)c1ccccc1
  A = -12% | B = 4 | C = 13% | D = 2% | E = -16% | F = 5% | G = 2% | H = -16% | I = 2%

> CCCc1nc(SCC(=O)N2CCCC2)c2ccccc2n1
  A = 34% | B = -1 | C = 25% | D = -4% | E = -2% | F = 1% | G = 0% | H = -2% | I = -17%

> C=CCNc1nc(N)c([N+](=O)[O-])c(N2CCCCCC2)n1
  A = -27% | B = 2 | C = -9% | D = -6% | E = 9% | F = -2% | G = -9% | H = -10% | I = -17%

> CC(C)N(Cc1nc(-c2ccccc2)no1)C(=O)CN1C(=O)c2ccccc2C1=O
  A = -19% | B = 2 | C = 32% | D = 11%[59 µM] | E = 5% | F = -4% | G = 2% | H = -19% | I = 4%

> CC1CCCN(C(=O)Cn2c(=O)oc3cc(S(=O)(=O)N4CCCCC4C)ccc32)C1 (stereo not given)
  A = -16% | B = -5 | C = 42%[activator] | D = nt | E = -6% | F = 2% | G = -2% | H = 4% | I = nt

> Cc1cc([N+](=O)[O-])nn1CCCC(=O)Nc1ccc(Cl)cc1Cl
  A = -15% | B = 2 | C = 20% | D = 5% | E = i | F = 1% | G = -5% | H = -9% | I = 2%

> COc1ccc(CN2CCN(Cc3cccc4nonc34)CC2CCO)c(C)c1C (stereo not given)
  A = -2% | B = 2 | C = 13% | D = nt | E = i | F = -9% | G = 4% | H = -12% | I = -7%

No new results follow: twelve of the compounds above.
Screens by letter – A = JMJD2A Tudor inh; B = PI4K2A block; C = HP1b chromo inh; D = G9a block; E = Tb PGK inh; F = GLS inh; G = Pin1 inhibitor; H = POLH inh; I = BAZ2B block
> COC(=O)c1cn(C(=O)c2cccs2)c2ccccc12
  A = 90%[activator] | B = 2 | C = 221%[activator] | D = 53%[activator][59 µM] | E = i | F = 1% | G = 1% | H = -14% | I = 93%[activator]

> CCn1ncc(NC(=S)NCCc2ccc(OC)c(OC)c2)c1C(N)=O
  A = 2% | B = -3 | C = 32% | D = ? | E = -3% | F = 20% | G = 1% | H = -7% | I = -22%

> Cc1ccc2cc(C)c3nnc(SCC(=O)N4CCN(C(=O)c5ccco5)CC4)n3c2c1
  A = -21% | B = -2 | C = 5% | D = 50µM* | E = 2% | F = 0% | G = ? | H = 4% | I = -2%

> CCc1ccc(NC(=O)Cn2cccc2)cc1
  A = -18% | B = 3 | C = 24% | D = ? | E = -6% | F = 0% | G = 3% | H = -30% | I = -14%

> Nc1c(N2CCN(c3ccccc3)CC2)c2ccccc2oc1=O
  A = ? | B = 1 | C = 17% | D = ? | E = -10% | F = 20% | G = 0% | H = -8% | I = nt

> COc1ccc2c(c1)C(=O)CC(c1ccccc1)O2 (stereo not given)
  A = 60%[activator] | B = 0 | C = 32%[57 µM] | D = nt | E = -7% | F = -2% | G = -6% | H = -12% | I = nt

> O=C(N/N=C/c1cc(Br)c(O)c(Br)c1)c1cccc(C(F)(F)F)c1
  A = -1% | B = -2 | C = 41% | D = 20%[59 µM] | E = -9% | F = 9% | G = -8% | H = -14% | I = -6%

> Cc1csc(=O)n1CC(=O)OCC(=O)c1ccc(Br)cc1
  A = -9% | B = 3 | C = 17% | D = ? | E = -1% | F = -13% | G = 2% | H = -8% | I = -2%

> COc1cc(C(=O)N/C(=C/c2ccc(F)cc2)C(=O)NC(C(=O)O)c2ccccc2)cc(OC)c1OC (stereo not given)
  A = 0% | B = 4 | C = 57%[activator] | D = ? | E = nt | F = -5% | G = -3% | H = -12% | I = -17%

> COc1ccc(C(=O)n2nc(-c3ccc(C)cc3)nc2N)cc1OC
  A = -8% | B = -5 | C = 19% | D = 16% | E = i | F = 5% | G = -1% | H = 5% | I = ?

> CC(=O)Nc1ccc(S(=O)(=O)Nc2nc(C)nc3sc(C)c(C)c23)cc1
  A = 0% | B = 5 | C = 37% | D = nt | E = -4% | F = -1% | G = -2% | H = -10% | I = nt

> CCN(CC)C(=O)c1cc2c(=O)c3cc(F)ccc3oc2nc1C
  A = -20% | B = 2 | C = 3% | D = 11%[59 µM] | E = -8% | F = 6% | G = -3% | H = -19% | I = -9%
